# High-throughput results (PubChem)
# aSyn UTR inh = MLPCN primary screen, SNCA 5' untranslated region; alpha-synuclein 5'UTR reporter, inhibitor activity; inhibition, % (tested at 7.5 µM); actives 0.82% (n = 300,000); in the data active = inhibition above about 60%;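 also: H4 neuroglioblastoma cells stably carrying SNCA 5'UTR luciferase fusion; 0% = DMSO wells and 100% = positive control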
# HSF-1 act = increases HSF-1 driven luciferase reporter signal | NIH3T3-HGL HSF-1 luciferase reporter, MG132, 8 h; 100% = twice DMSO control signal | activation, % at 9 µM | actives 1.7% (n = 300,000);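 active = mean replicate activation of at least 50% with a set share of replicates each reaching 50%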;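 also: 0% = median of the neutral control wells and 100% = twice that signal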
# GSK3A inh = blocks human GSK-3 alpha kinase. ADP-Glo luminescence, 60 min. inhibition, % at 10 µM. actives 0.1% (n = 320,000). AID 2650;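 in the data active = inhibition above about 50%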;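 also: GST-tagged GSK-3 alpha with peptide substrate and 25 µM ATP; 0% = DMSO neutral wells and 100% = GW8510 positive control wells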
# Target sequence (P49840 whole entry, looked up): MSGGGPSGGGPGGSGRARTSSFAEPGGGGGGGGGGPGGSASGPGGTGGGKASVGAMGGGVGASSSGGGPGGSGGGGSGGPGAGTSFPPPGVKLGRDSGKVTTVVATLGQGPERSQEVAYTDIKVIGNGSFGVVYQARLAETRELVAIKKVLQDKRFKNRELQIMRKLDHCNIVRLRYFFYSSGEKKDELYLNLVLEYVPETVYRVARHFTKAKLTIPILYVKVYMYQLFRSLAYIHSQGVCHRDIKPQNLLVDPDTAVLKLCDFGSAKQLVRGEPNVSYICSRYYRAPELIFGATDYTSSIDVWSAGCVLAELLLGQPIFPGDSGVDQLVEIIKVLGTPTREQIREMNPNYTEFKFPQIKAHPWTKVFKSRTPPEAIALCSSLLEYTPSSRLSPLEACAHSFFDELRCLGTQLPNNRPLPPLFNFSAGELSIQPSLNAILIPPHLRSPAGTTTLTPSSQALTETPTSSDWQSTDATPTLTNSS
# HSP90 inh = inhibitors of HSP90 luciferase refolding in rabbit reticulocyte lysate; actives 0.91% (n = 290,000); inhibition, % at 5.6 µM; luciferase refolding luminescence, 3 h;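 active = inhibition above the screen-wide mean plus 3 SD, computed separately per campaign, cut at about 16% in these data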;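 also: 0% = DMSO wells and 100% = 60 µM geldanamycin wells; inhibitors lower the luminescence because luciferase stays unfolded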
# PolyA inh = blocks polyadenylation in yeast reporter cells; calls only at 12 µM; S. cerevisiae SKY197-pL101 polyadenylation reporter, beta-gal luminescence; efflux-impaired pdr1/pdr3 knockout yeast; score 100 = 6 SD above DMSO; actives 0.02% (n = 300,000);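 active = lowest replicate activity score at least 50, where 100 means six control SD above control mean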;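 also: yeast exposed to compound for 9 h at 30 °C; higher score means more reporter readthrough which indicates perturbed polyadenylation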
# IEC-6 cytotox = IEC-6 cytotoxicity, counter-screen for KLF5 inhibitors | actives 0.78% (n = 290,000) | luminescence viability | inhibition, % at 5 µM; in the data active = inhibition above about 22%;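 also: 0% = plate median of test compound wells and 100% = cytotoxic reference compound wells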
# AI-2 QS modul = Vibrio harveyi AI-2 quorum sensing modulation. activity change, % at 7.5 µM. actives 0.4% (n = 300,000). Vibrio harveyi JMH597 AI-2 luminescence/OD600 ratio, 9 h; active compounds read low; strain lacks LuxN and CqsS sensors; 0 = neutral-control median. AID 2094; in the data active = activity change below about -75%, passing the limit was not always enough;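 also: luminescence divided by OD600 gain over 9 h not by final OD600 alone; inactives centre near 13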
# HSF1 inh = HSF1 inhibition; NIH3T3-HGL HSE-luciferase, MG132-induced, luminescence 8 h; active compounds read low; activity change, negative = inhibition, % at 7.5 µM (by protocol); actives 0.77% (n = 300,000); AID 2098;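 active = more than half of replicate wells show activity change below -50%, luminescence cut by over half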;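 also: luciferase reports HSF-1 transcriptional activity via heat shock element; 0% = median of DMSO wells and -100% = zero luminescence signal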
# KLF5 inhibitor = kruppel-like factor 5 inhibition; AID 1700; inhibition, % at 5 µM; DLD-1 KLF5 promoter-luciferase reporter, luminescence; actives 0.23% (n = 290,000);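 active = inhibition above a per-plate limit of that plate's mean compound inhibition plus 3 SD, cut at about 60% in these data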;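 also: 0% = DMSO wells and 100% = LY294002 at 200 µM; higher means less KLF5 promoter-driven luciferase light; inactives centre near -14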
# GSK3B inh = blocks human GSK3beta kinase activity; P49841; GST-GSK3beta kinase, ADP-Glo luminescence, 60 min; active compounds read low; activity score (negative = inhibition), % at 10 µM; actives 0.038% (n = 300,000);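 active = more than half of replicate wells score below -50%, meaning over 50% inhibition versus plate controls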;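 also: 0% = median DMSO wells and -100% = median GW8510 positive control wells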
# Target sequence (P49841 whole entry, looked up): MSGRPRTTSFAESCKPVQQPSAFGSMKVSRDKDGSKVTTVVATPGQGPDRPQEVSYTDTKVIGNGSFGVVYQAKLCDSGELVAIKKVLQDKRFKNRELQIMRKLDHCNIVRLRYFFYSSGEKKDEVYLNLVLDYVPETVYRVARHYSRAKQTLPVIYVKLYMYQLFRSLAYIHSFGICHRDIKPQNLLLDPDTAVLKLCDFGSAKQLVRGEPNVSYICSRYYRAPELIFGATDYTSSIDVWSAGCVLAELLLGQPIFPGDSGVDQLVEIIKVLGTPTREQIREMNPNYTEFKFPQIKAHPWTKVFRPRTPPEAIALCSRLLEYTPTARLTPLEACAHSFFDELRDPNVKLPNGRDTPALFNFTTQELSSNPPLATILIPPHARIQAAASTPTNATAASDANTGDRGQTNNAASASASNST
#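 Assay system: GST-fused GSK3beta enzyme, cell-free / Medium: Tris pH 7.5 buffer with MgCl2, DTT, BSA, heparin / Also added: peptide substrate plus 25 µM ATP (final) / Compound: 10 µM single point / Timing: kinase reaction with compound 60 min at room temperature / Detection: ADP-Glo luminescence / Benchmarks: DMSO neutral wells and GW8510 at 20 µM as positive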
# Numbers without * were called inactive; i = inactive; . = not tested or not shown. The list is partial; count on the stated rates, not on these rows.
SMILES,aSyn UTR inh,HSF-1 act,GSK3A inh,HSP90 inh,PolyA inh,IEC-6 cytotox,AI-2 QS modul,HSF1 inh,KLF5 inhibitor,GSK3B inh
Cc1ccc(OCCNC(=O)CCc2nc3sc4c(c3c(=O)[nH]2)CCCC4)cc1,-4,-3,-4,-4,i,-4,24,-1,-20,0
Cc1cccc(Nc2nc(-c3ccccn3)cs2)n1,-18,29,-1,0,i,4,-37,16,-217,-1
CC(=O)Nc1ccc(S(=O)(=O)NCCc2csc(C)n2)cc1,5,2,-2,5,i,4,11,2,-13,2
CCOC(=O)N1CCN(Cc2nc3cc(NC(=O)C(C)C)ccc3n2C)CC1,-14,-23,-5,-2,i,2,19,4,-22,-1
CCc1cc(=O)oc2cc(OCC(=O)NCCCN3CCOCC3)c(Cl)cc12,30,5,-1,-2,i,1,-3,-3,-13,-2
O=S(=O)(NC1CC2CCC1C2)c1ccc(Br)cc1 (centres undefined),7,-1,-1,-6,i,-11,32,7,-30,-1
COc1cccc(/C=N/NC(=O)CSc2nnc(C)n2-c2ccccc2)c1O,38,-14,-3,2,i,3,6,-1,24,-6
O=C1/C(=C\c2ccco2)SC(=S)N1C1CCS(=O)(=O)C1 (centres undefined),-25,20,-1,7,i,-31,-2,6,-14,-3
COc1ccc(CC(=O)N2CCCC2)c(OC)c1,-5,0,0,-2,i,-3,43,-4,0,-2
CCCCCOc1ccc(C(=O)CCN2CCOCC2)cc1,-72,10,-1,4,i,1,8,5,-6,-1
CC1CCN(c2nc3c(c(=O)n(C)c(=O)n3C)n2CCSc2nc3ccccc3o2)CC1,.,.,.,6,i,-2,14,.,-17,1
CC1CN(C(=O)c2ccccc2Nc2ccc(SC(F)F)cc2)CC(C)O1 (centres undefined),8,36,-2,-1,i,1,13,2,-26,-6
CCOC(=O)c1c(NC(=O)c2c(-c3ccccc3)noc2C)sc(C)c1-c1ccccc1,-2,-4,0,0,i,-6,12,2,40,0
C[C@H](NC(=O)[C@@H]1Cc2ccccc2CN1)C(=O)NCC1CCCO1 (some centres undefined),-6,38,-1,1,i,-3,9,16,-34,6
COc1ccc(-c2nnc(CSc3nc4ccccc4c(=O)n3CC3CCCO3)o2)cc1OC (centres undefined),40,-8,0,3,.,2,24,3,-28,3
O=C(O)/C=C/C(=O)Nc1ccc(Cl)c(C(=O)O)c1,-21,-2,-1,1,i,-6,25,-7,-47,-4
CCOC(=O)c1ccc(CNC(=O)CCC(=O)O)cc1,21,-3,0,7,i,4,8,2,-14,2
CC1=NN(C(=O)Cc2ccccc2)C(O)(c2ccccc2)C1 (centres undefined),-27,-19,.,-3,i,-2,24,-12,-2,1
Cc1ccc(NS(=O)(=O)c2cc(C(=O)Nc3cccc(N(C)S(C)(=O)=O)c3)ccc2C)c(C)c1,29,14,-1,-4,i,-8,40,-4,-9,-1
CCNc1nc2ccccc2[nH]1,-20,-1,-1,0,i,1,9,2,-2,1
COc1ccc(C2C(C#N)=C(N)Oc3c2sc2nc(C)cc(C)c32)cc1 (centres undefined),-2,.,0,-4,i,-1,-2,.,-19,-1
OCc1ccnc2oc3ccccc3c12,-2,5,1,.,i,.,20,-2,.,0
O=C(Nc1ccccc1N1CCCCC1)c1cc(S(=O)(=O)N2CCOCC2)ccc1Cl,22,11,-2,.,i,.,25,11,.,2
CCOc1ccc2oc(C(=O)NNC(=O)c3csc(N4CCOCC4)n3)c(C)c2c1,-5,-6,0,-4,i,5,31,-1,-3,2
COc1ccc(-c2nnc(SCC(=O)Nc3cccc(Cl)c3)o2)cc1,-179,-8,0,-4,i,-6,15,-6,-78,-5
COc1ccc(CN2CCNC(=O)C2CC(=O)N(C)Cc2ccon2)cc1OC (centres undefined),-17,-28,-1,0,i,-4,8,-10,-29,-1
O=C(N/N=C/c1ccc2c(c1)OCO2)C(=O)Nc1ccccc1,-84,15,.,-2,i,-2,18,10,-16,2
CN(C)/C=C/C1=CC(=O)CC(C)(C)C1,9,1,-1,-2,i,-2,3,-6,19,1
c1ccc(N2CCOCC2)c(Nc2nc3ccccc3n3cnnc23)c1,19,-9,3,-2,i,-6,-3,-6,-30,-1
CCC/C(=N\NC(=O)c1ccccc1C)c1ccccc1,-24,-14,-4,-2,i,-1,12,-9,-50,0
COc1cccc(-c2nc(-c3ccccn3)no2)c1,104*,-12,7,69*,i,-10,10,-10,26,-4
O=[N+]([O-])c1ccc(S(=O)(=O)Nc2nc3ccccc3nc2Nc2ccccc2)cc1,3,40,-9,2,i,3,17,5,-19,-1
COCCN1C(=O)C(=O)/C(=C(/O)c2ccc(C)cc2)C1c1ccccn1 (centres undefined),8,26,2,8,i,8,-2,-1,-19,-1
COc1cccc(-c2nc3ccc([N+](=O)[O-])cc3o2)c1,-120,22,0,1,i,2,40,12,-3,0
COc1ccc(/C=N/NC(=O)CN2CCN(Cc3ccccc3)CC2)cc1Br,22,0,0,3,i,3,4,1,-17,-1
CCOC(=O)CC1(NC(=O)c2cc(COc3c(F)cccc3F)on2)CCCCC1,5,4,.,0,i,-2,-58,4,-21,1
CC1CCCCC1NC(=O)CN(C)S(=O)(=O)c1cccc2nsnc12 (centres undefined),15,0,0,9,i,0,-6,3,-27,-4
NC(=O)c1sc2nc3c(c(-c4ccco4)c2c1N)CCC3,20,-2,9,4,i,-18,19,-6,19,-7
COc1cc2c(cc1OC)C(c1ccccc1Cl)N(C)CC2 (centres undefined),17,-19,-2,-5,i,-1,0,-6,-55,3
O=C(CCCC(=O)c1ccc(F)cc1)c1ccc(F)cc1,-118,81*,-3,9,i,-2,-58,50,-99,1
Cc1c(SCCO)c(=O)[nH]c2cc3c(cc12)OCO3,21,-18,-2,0,i,5,25,-6,7,-2
CC(C)c1ccc(/C=C2\SC(=O)N(CC(=O)NCCCn3ccnc3)C2=O)cc1,-110,16,-2,-4,i,-2,40,9,-107,3
COc1ccc(CCNC(=O)CC(C)S(=O)(=O)c2ccc3c(c2)NC(=O)CO3)cc1OC (centres undefined),-6,10,1,-1,i,-4,.,3,-20,4
CC(C)C[C@H](NC(=O)N1CC(=O)Nc2ccccc21)C(=O)N[C@@H](C(=O)O)c1ccccc1,12,-18,-3,-3,i,-2,3,-9,-25,2
Cc1c(Br)c([N+](=O)[O-])nn1CC(=O)Nc1sc2c(c1C(=O)OC(C)C)CCC(C)C2 (centres undefined),29,6,1,4,i,-2,-2,-6,-20,4
CC(Oc1ccc(C(C)(C)C)cc1)C(=O)NC1CC(C)(C)NC(C)(C)C1 (centres undefined),-7,8,-1,-3,i,2,13,4,-24,-1
CCC(C(=O)Nc1c[nH]c(=O)[nH]c1=O)c1ccccc1 (centres undefined),31,0,0,0,i,-3,13,-14,-11,-3
O=C(O)c1cc(-c2ccc(Cl)cc2)n(-c2ccccc2)n1,20,-6,-8,0,i,1,2,-8,-1,2
Cc1cc(C)n(-c2nc(SCC(=O)N3CCCC3)c3c4c(sc3n2)CCCC4)n1,18,-43,-1,-3,i,1,13,-28,-10,1
O=C(CN1C(=O)/C(=C\c2ccc(C(F)(F)F)cc2)Sc2ccccc21)NCc1ccco1,3,2,-3,2,i,5,-3,-12,10,0
COc1cccc(C(=O)OCCN(C)C(C)(C)C)c1,16,-4,-1,-2,i,0,13,-5,-11,2
C=CCNC(=O)c1cn(CC)c2cc(N3CCN(C(=O)c4ccco4)CC3)c(F)cc2c1=O,-5,-16,-1,-2,i,2,38,-3,-18,0
COc1cccc(CN(C(=O)c2cccc(OC)c2)C2CCS(=O)(=O)C2)c1 (centres undefined),14,-5,-6,-3,i,4,13,-5,-13,1
CC(C)C[C@H](NC(=O)c1nc[nH]c1C(=O)NCCCCCNC(=O)OC(C)(C)C)C(=O)OC(C)(C)C,21,1,1,5,i,0,8,10,5,4
CCOc1ccccc1N(CC(=O)NCCSc1ccccc1)S(C)(=O)=O,1,-1,-1,-1,i,1,26,-5,-8,0
COc1ccc(CNC(=O)c2ccc(Br)cc2)cc1,-14,29,0,-5,i,-9,-58,8,-11,1
Cc1nc2scc(C)n2c(=O)c1S(=O)(=O)Nc1ccc(F)cc1,2,5,0,-1,i,10,.,4,1,.
O=C(Cc1nnc(NC(=O)c2ccccc2)s1)N/N=C\c1ccc(O)c(O)c1,-10,-16,1,-3,i,-7,14,-16,11,3
O=[N+]([O-])c1ccccc1S(=O)(=O)Nc1ccc(-c2ccc3nncn3n2)cc1,13,-23,1,.,i,.,20,-1,.,0
CNC(=O)c1c(NC(=O)c2ccc(S(=O)(=O)N3CC(C)OC(C)C3)cc2)sc2c1CCN(C(C)C)C2 (centres undefined),7,1,0,-1,i,-1,11,-2,-1,-1

# Laid out differently: results already given.
# Below each SMILES – aSyn UTR inh | HSF-1 act | GSK3A inh | HSP90 inh | PolyA inh | IEC-6 cytotox | AI-2 QS modul | HSF1 inh | KLF5 inhibitor | GSK3B inh
Cc1nc2scc(C)n2c(=O)c1S(=O)(=O)Nc1ccc(F)cc1
 : 2 | 5 | 0 | -1 | i | 10 | . | 4 | 1 | .
COc1cccc(C(=O)OCCN(C)C(C)(C)C)c1
 : 16 | -4 | -1 | -2 | i | 0 | 13 | -5 | -11 | 2
COc1cccc(CN(C(=O)c2cccc(OC)c2)C2CCS(=O)(=O)C2)c1 (centres undefined)
 : 14 | -5 | -6 | -3 | i | 4 | 13 | -5 | -13 | 1

# The listing picks up with the 2 entries that preceded the break.
SMILES,aSyn UTR inh,HSF-1 act,GSK3A inh,HSP90 inh,PolyA inh,IEC-6 cytotox,AI-2 QS modul,HSF1 inh,KLF5 inhibitor,GSK3B inh
O=[N+]([O-])c1ccccc1S(=O)(=O)Nc1ccc(-c2ccc3nncn3n2)cc1,13,-23,1,.,i,.,20,-1,.,0
CNC(=O)c1c(NC(=O)c2ccc(S(=O)(=O)N3CC(C)OC(C)C3)cc2)sc2c1CCN(C(C)C)C2 (centres undefined),7,1,0,-1,i,-1,11,-2,-1,-1
C/C(N)=C(/C#N)C(=O)COC(=O)c1ccc(O)cc1,-11,-1,12,-2,i,-6,12,0,-18,0
O=[N+]([O-])c1cc(C(F)(F)F)ccc1N1CCN(CCO)CC1,7,-10,0,6,i,-1,13,-3,23,-1
COc1ccc(NC(=O)c2cccc(Cl)c2)c[n+]1[O-],6,2,0,-2,i,3,15,-9,-18,1
CCn1c(C)c(C(C)=O)c(N2CCN(C(c3ccccc3)c3ccccc3)CC2)nc1=S,-8,-19,1,2,i,-4,12,-11,-5,-1
CCNc1nc(SC(C)C(=O)Nc2ccccc2)nc(N(C)C)n1 (centres undefined),23,-21,1,0,i,0,-1,-12,-14,-2
O=C(COC(=O)c1ncc(Cl)c(Cl)c1Cl)NC1CCS(=O)(=O)C1 (centres undefined),0,-16,0,.,i,.,24,-7,.,2
Cc1ccc(/C=N/NC(=O)c2ccc3nc[nH]c3c2)o1,-5,-4,8,11,i,4,5,-5,-23,-9
CC(C)(C)C(=O)Nc1ccc(-c2cc3cc(Cl)ccc3o2)cc1,-124,-61,-4,40*,i,-1,14,-54*,-24,1
COc1ccc(CNC(=O)C2CCCN(S(=O)(=O)c3c(C)n[nH]c3C)C2)cc1 (centres undefined),-5,1,-3,2,i,-1,2,-3,-4,0
